# GASC1 inh: inhibitors of GASC-1 (KDM4C) histone demethylase, primary screen, biochemical, single concentration HTS; Lysine-specific demethylase 4C (Homo sapiens), Q9H3R0; GST-KDM4C 2-372, H3K9me3 peptide, LANCE TR-FRET; inhibition, % at 12.5 µM; 96,000 compounds, 0.15% hits;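 active = mean replicate inhibition above about 25%, with at least 55% of replicates also reaching it, limit read from the data, passing the limit was not always enough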
# Target sequence (Q9H3R0 2-372 limits assumed): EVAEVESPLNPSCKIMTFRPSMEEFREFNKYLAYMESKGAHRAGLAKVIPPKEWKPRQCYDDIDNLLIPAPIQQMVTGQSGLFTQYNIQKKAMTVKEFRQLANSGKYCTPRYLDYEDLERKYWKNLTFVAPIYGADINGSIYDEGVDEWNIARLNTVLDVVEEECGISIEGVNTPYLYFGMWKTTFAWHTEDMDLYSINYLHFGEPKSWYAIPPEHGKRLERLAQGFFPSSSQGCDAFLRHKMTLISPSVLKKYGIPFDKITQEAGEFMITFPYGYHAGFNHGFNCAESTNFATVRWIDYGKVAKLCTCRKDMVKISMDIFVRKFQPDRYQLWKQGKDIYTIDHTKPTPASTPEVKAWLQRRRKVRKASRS
#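 Compound: one test concentration per compound; Material: GST-GASC-1 enzyme fragment 2-372; Amount: GASC-1 enzyme at 10 nM final in reaction; Also added: H3K9me3 peptide substrate, Fe(II), 2-oxoglutarate; Technique: LANCE TR-FRET; Times: 30 min demethylation and 1 h detection at room temperature.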
# Pf Dd2 inh: P. falciparum Dd2 growth inhibitors, primary screen, SYBR Green fluorescence, single dose replicates. 72 h; stronger effect = lower value. activity change, % at 10 µM. 94,000 compounds, 2.3% hits; in the data active = activity change below about -80%
# C diff HTS: C. difficile growth inhibitors, primary screen, HTS | growth activity, negative = inhibition, % at 16 µg/mL (by protocol) | AID 1259249, 2017 | 86,000 compounds, 0.25% hits | Clostridium difficile clinical isolate growth, OD600, 24 h; stronger effect = lower value;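 active = mean growth activity at or below -80% and every replicate also at or below -80%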;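 note: 0% = DMSO wells and -100% = levofloxacin 16 µg/mL wells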
# T cruzi growth: T. cruzi intracellular proliferation inhibitors, primary screen, cell-based, beta-gal Tulahuen parasites, NIH3T3 host, luminescence; T. cruzi beta-gal in NIH3T3, GalScreen luminescence, 90 h; inhibition, % at 8.34 µM; 77,000 compounds, 5.9% hits;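 active = mean inhibition above about 93%, with at least 55% of replicates each passing it, limit read from the data, passing the limit was not always enough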
# * = called active by the depositor; / = not tested or not shown; & = joins results of further samples.
smiles	C diff HTS	T cruzi growth	Pf Dd2 inh	GASC1 inh
CS(=O)(=O)N1[C@@H]2c3ccc(-c4ccc(F)cc4)c(=O)n3C[C@H]1[C@H](CO)[C@H]2C(=O)NCC1CC1	-2	-6	-8	-0.9
CCNC(=O)[C@@H]1[C@@H](CO)[C@@H]2Cn3c(ccc(/C=C/c4ccccc4)c3=O)[C@H]1N2C(=O)C1CCCC1	0	/	21	-2.0
COc1ccc2c3c([nH]c2c1)[C@H](CO)N(Cc1ccccc1)CC31CN(CC2CC2)C1	4	/	-69	/
O=C(C1CCC1)N1CC[C@@H]2[C@@H](CO)Nc3ccc(Br)cc3[C@@H]21	43	/	-27	0.6
C[C@@H]1CCCCO[C@@H](CN(C)CC2CC2)[C@H](C)CN([C@@H](C)CO)C(=O)c2cc(NC(=O)CCC(F)(F)F)ccc2O1	3	38	-7	3.1
C[C@@H]1CN([C@@H](C)CO)C(=O)Cc2cc(NC(=O)C3CCCCC3)ccc2O[C@@H]1CN(C)S(=O)(=O)c1ccc(F)cc1	3	/	-11	-0.6
C[C@H](CO)N1C[C@H](C)[C@H](CN(C)S(=O)(=O)c2ccc(C#N)cc2)Oc2ncc(-c3cccc(C(F)(F)F)c3)cc2C1=O	3	27	-3	-2.1
COc1ccc(CN2CC3(CCN(C(=O)c4ccccc4)CC3)c3c([nH]c4cc(OC)ccc34)[C@@H]2CO)cc1	1	/	-88*	-1.3
C[C@H](CO)N1C[C@H](C)[C@@H](CN(C)C(=O)c2ccccc2F)Oc2ncc(C#Cc3ccccc3)cc2C1=O	-5	37	-79	-0.1
CN1CCN(C(=O)C[C@@H]2C[C@@H]3c4cc(NC(=O)CC5CC5)ccc4O[C@@H]3[C@@H](CO)O2)CC1	1	-3	0	24
O=C(C1CCCCC1)N1C[C@@H]2[C@H](c3ccccc31)[C@H](CO)N2CC1CCOCC1	7	45	-8	-1.3
CN1C(=O)c2cc(NS(=O)(=O)c3ccc(Cl)cc3)ccc2OC[C@@H]2O[C@H](CC(=O)N3CCc4ccccc4C3)CC[C@@H]21	4	107*	6	2.2
O=C(C[C@@H]1CC[C@H](NC(=O)Nc2ccc(C(F)(F)F)cc2)[C@H](CO)O1)NCc1ccccn1	-1	9	-10	0.3
COc1cccc(-c2ccc3c(c2)O[C@@H](CN(C)C(=O)C2CCC2)[C@H](C)CN([C@@H](C)CO)S3(=O)=O)c1	-4	110*	-54	2.5
COc1ccc(C(=O)Nc2ccc3c(c2)OC[C@@H](C)N(C)C[C@@H](C)[C@@H](OC)CN(C)C3=O)cc1	-1	-32	/	-0.4
N#C[C@@H]1[C@H](c2ccc(C3=CCCCC3)cc2)[C@@H](CO)N1C(=O)c1ccccn1	-3	75	-2	-1.9
C[C@@H]1CN([C@H](C)CO)C(=O)c2cccc(NC(=O)Nc3ccccc3)c2O[C@@H]1CN(C)Cc1ccc2c(c1)OCO2	/	/	-26	1.1
C[C@H](CO)N1C[C@H](C)[C@@H](CN(C)Cc2ccncc2)OCc2cn(nn2)CCCC1=O	/	1	-12	2.4
COc1ccccc1-c1ccc2n(c1=O)C[C@@H]1[C@@H](CO)[C@H](C(=O)NC3CCC3)N(C(C)=O)[C@H]21	0	-18	-3	-0.3
O=C(C[C@@H]1C=C[C@@H](NC(=O)c2ccc3c(c2)OCO3)[C@H](CO)O1)NCc1ccc(F)cc1	1	16	1	-0.6
O=C(C[C@@H]1CC[C@@H](NC(=O)C2CC2)[C@@H](CO)O1)NCC1CC1	-1	/	/	-0.7
C[C@@H]1CN([C@H](C)CO)C(=O)Cc2cc(NS(=O)(=O)c3ccccc3)ccc2O[C@H]1CN(C)C(=O)Nc1ccc(F)cc1	2	/	12	0.1
COc1ccccc1S(=O)(=O)N[C@@H]1CC[C@H](CCNC(=O)C2CCCCC2)O[C@@H]1CO	3	-32	-4	0.1
Cc1noc(C)c1NC(=O)Nc1ccc2c(c1)C(=O)N([C@@H](C)CO)C[C@@H](C)[C@@H](CN(C)C(=O)NC(C)C)O2	/	80	28	1.0
CN(C)C(=O)[C@@H]1[C@@H](CO)[C@@H]2Cn3c(ccc(-c4ccccc4)c3=O)[C@H]1N2CCc1ccccc1	-3	16	14	-1.5
COC(=O)C[C@@H]1CC[C@H]2[C@H](COc3ccc(NC(=O)Nc4ccccc4C)cc3C(=O)N2C)O1	21	5	6	-0.8
C[C@H](CO)N1C[C@H](C)[C@H](CN(C)S(=O)(=O)c2ccccc2)Oc2ccc(NS(=O)(=O)c3ccc(F)cc3)cc2CC1=O	-3	20	-32	-3.5
Cc1ccc(S(=O)(=O)N(C)C[C@H]2Oc3c(NC(=O)NC(C)C)cccc3C(=O)N([C@H](C)CO)C[C@H]2C)cc1	-2	12	-30	-0.3
COc1ccc2c3c(n(C)c2c1)[C@@H](CO)N(C(=O)Nc1ccc(F)cc1)CC31CN(C(=O)NC(C)C)C1	16	/	-21	-0.4
C[C@@H]1CN([C@H](C)CO)S(=O)(=O)c2ccc(C3=CCCCC3)cc2O[C@@H]1CN(C)S(=O)(=O)c1cn(C)cn1	1	-94	15	-1.3
CNC[C@H]1Oc2c(NC(=O)NC3CCCCC3)cccc2C(=O)N([C@@H](C)CO)C[C@H]1C	2	-10	12	-0.3
C[C@H](NC(=O)[C@H]1[C@H](CO)[C@H]2Cn3c(ccc(C4=CCCCC4)c3=O)[C@H]2N1C)c1ccccc1	0	2	3	3.2
CC(C)NC(=O)N(C)C[C@H]1Oc2ncc(-c3cncnc3)cc2C(=O)N([C@@H](C)CO)C[C@@H]1C	0	/	27	0.5
C[C@@H]1CN([C@@H](C)CO)C(=O)c2cc(NC(=O)c3ccncc3)ccc2O[C@@H]1CN(C)Cc1ccncc1	-4	39	14	-1.0
CCC(=O)N(C)C[C@@H]1Oc2ncc(C#CC3(O)CCCC3)cc2C(=O)N([C@@H](C)CO)C[C@H]1C	3	18	34	2.4
C[C@@H]1CN([C@H](C)CO)C(=O)c2cccc(NC(=O)CCCCCC(=O)Nc3ccccc3N)c2O[C@@H]1CN(C)CC1CC1	7	/	-45	6.4
O=C(NCC[C@H]1CC[C@H](NC(=O)C2CC2)[C@H](CO)O1)c1cnccn1	2	/	14	-2.5
COc1ccc(NC(=O)N(C)C[C@H]2Oc3ccc(NC(=O)Nc4c(C)noc4C)cc3CC(=O)N([C@@H](C)CO)C[C@H]2C)cc1	0	-1	36	0.3
CO[C@H]1CN(C)C(=O)c2ccc(NC(=O)c3cc(C)on3)cc2OC[C@H](C)N(CC2CC2)C[C@@H]1C	/	0	9	0.5
C[C@H](CO)N1C[C@H](C)[C@H](CN(C)C(=O)Nc2ccccc2)OCCCC[C@H](C)Oc2ccc(NC(=O)Nc3ccc(F)cc3)cc2C1=O	/	83	9	0.4
C[C@H](CO)N1C[C@H](C)[C@@H](CN(C)Cc2ccc(-c3ccccc3)cc2)Oc2ccc(NS(=O)(=O)c3ccccc3)cc2C1=O	29	34	11	3.0
O=C(NCC[C@@H]1CC[C@H](NS(=O)(=O)c2ccc(F)cc2)[C@H](CO)O1)Nc1ccc(F)cc1	-2	/	-12	-2.0
C[C@@H]1CN([C@H](C)CO)C(=O)c2cc(-c3ccccc3F)cnc2O[C@H]1CN(C)Cc1cccc(F)c1	1	/	-38	/
O=C(C[C@H]1CC[C@@H](NS(=O)(=O)c2ccccc2F)[C@H](CO)O1)NCCCN1CCOCC1	/	-16	23	-1.2
Cc1ccc(S(=O)(=O)N(C)C[C@@H]2Oc3c(NC(=O)Nc4ccc(C(F)(F)F)cc4)cccc3C(=O)N([C@H](C)CO)C[C@@H]2C)cc1	14	48	-61	-0.3
COCC#Cc1ccc2c(c1)O[C@@H](CN(C)S(=O)(=O)c1cccc(F)c1)[C@H](C)CN([C@H](C)CO)S2(=O)=O	-1	29	-69	-1.7
O=C(C[C@H]1CC[C@@H]2[C@H](COC[C@H](O)CN2S(=O)(=O)c2ccccc2F)O1)NCc1ccccc1F	5&3	8	1	2.1
C[C@@H](O)C#Cc1ccc2c(c1)O[C@H](CN(C)Cc1ccccc1)[C@@H](C)CN([C@@H](C)CO)S2(=O)=O	-4	40	-49	/
CO[C@H]1CN(C)C(=O)c2cc(NC(=O)c3nc4ccccc4s3)ccc2OC[C@H](C)N(Cc2cccnc2)C[C@@H]1C	/	/	-15	0.6
C[C@H]1CN([C@@H](C)CO)C(=O)c2cc(NC(=O)Nc3ccc(C(F)(F)F)cc3)ccc2O[C@H]1CN(C)C(=O)Nc1ccccc1	2	/	-20	-0.5
CO[C@H]1CN(C)C(=O)c2cc(NC(=O)C3CC3)ccc2OC[C@@H](C)N(C(=O)c2ccccc2F)C[C@@H]1C	-3	-77	-37	-0.6
Cc1noc(C)c1NC(=O)Nc1ccc2c(c1)CC(=O)N([C@@H](C)CO)C[C@H](C)[C@@H](CN(C)Cc1ccc(C(=O)O)cc1)O2	7	-15	7	-0.5
Cc1nn(C)cc1NC(=O)C[C@H]1CC[C@@H]2[C@H](COc3ccc(NC(=O)C4CCOCC4)cc3C(=O)N2C)O1	-12	5	/	10
C[C@H](CO)N1C[C@H](C)[C@H](CN(C)Cc2ccc3c(c2)OCO3)Oc2c(NS(=O)(=O)c3cn(C)cn3)cccc2C1=O	1	-39	27	1.9
CCC(=O)N1C[C@@H](C)[C@@H](OC)CN(C)C(=O)c2cc(NS(C)(=O)=O)ccc2OC[C@H]1C	-7	1	18	0.5
O=C(c1ccc2c(c1)OCO2)N1CCCCN2[C@H](CO)[C@H](c3ccc(-c4ccccc4)cc3)[C@@H]2C1	-4	57	-49	0.3

# More compounds:
smiles	C diff HTS	T cruzi growth	Pf Dd2 inh	GASC1 inh
COc1ccc(S(=O)(=O)N2CC[C@@H]3[C@@H](CO)N(C)c4ccc(-c5ccccc5F)cc4[C@@H]32)cc1	-13	63	-37	-6.2
O=C(c1ccc(F)cc1)N1CC(=O)N2[C@H](C1)[C@H](c1ccc(/C=C/c3ccccc3)cc1)[C@@H]2CO	9	/	8	-2.0
Cc1ccccc1NC(=O)Nc1ccc2c(c1)C(=O)N(C)[C@H]1CC[C@H](CC(=O)NCC3CC3)O[C@@H]1CO2	-5	24	6	-3.0
CO[C@H]1CN(C)C(=O)c2ccc(NC(=O)C3CC3)cc2OC[C@@H](C)N(C(=O)c2ccccc2F)C[C@H]1C	/	16	10	-0.7
C[C@H]1CN([C@@H](C)CO)C(=O)c2cccc(NC(=O)CCCCCC(=O)Nc3ccccc3N)c2O[C@H]1CN(C)C	0	/	4	-0.8
O=C(C[C@H]1CC[C@H]2[C@@H](COC[C@@H](O)CN2Cc2cc(F)ccc2F)O1)NCc1ccccc1	/	6	-2	0.7
CCS(=O)(=O)Nc1ccc2c(c1)C(=O)N(C)[C@H]1CC[C@H](CC(=O)N3CCOCC3)O[C@@H]1CO2	-3	2	-4	-0.9
CCC(=O)N1CCCCN2[C@H](CO)[C@H](c3ccc(/C=C/c4ccccc4)cc3)[C@H]2C1	-6	117*	-18	-2.8
C[C@H](CO)N1C[C@H](C)[C@@H](CN(C)S(=O)(=O)c2ccc(F)cc2)OCCCC[C@H](C)Oc2ccc(NC(=O)NC3CCCCC3)cc2C1=O	6	43	-32	-1.4
C[C@@H]1CN([C@H](C)CO)C(=O)c2cc(NS(C)(=O)=O)ccc2O[C@@H](C)CCCCO[C@@H]1CN(C)S(=O)(=O)c1ccc(F)cc1	0	55	-4	0.3
O=C(N[C@@H]1CC[C@H](CCn2cc(Cc3ccccc3)nn2)O[C@@H]1CO)c1ccccn1	-4	48	-33	-2.1

# 7 entries from above, with two lines to a compound.
# Values run as follows: C diff HTS	T cruzi growth	Pf Dd2 inh	GASC1 inh
> C[C@H](CO)N1C[C@H](C)[C@@H](CN(C)S(=O)(=O)c2ccc(F)cc2)OCCCC[C@H](C)Oc2ccc(NC(=O)NC3CCCCC3)cc2C1=O
    6	43	-32	-1.4
> CCC(=O)N1CCCCN2[C@H](CO)[C@H](c3ccc(/C=C/c4ccccc4)cc3)[C@H]2C1
    -6	117*	-18	-2.8
> CO[C@H]1CN(C)C(=O)c2ccc(NC(=O)C3CC3)cc2OC[C@@H](C)N(C(=O)c2ccccc2F)C[C@H]1C
    /	16	10	-0.7
> C[C@@H]1CN([C@H](C)CO)C(=O)c2cc(NS(C)(=O)=O)ccc2O[C@@H](C)CCCCO[C@@H]1CN(C)S(=O)(=O)c1ccc(F)cc1
    0	55	-4	0.3
> O=C(N[C@@H]1CC[C@H](CCn2cc(Cc3ccccc3)nn2)O[C@@H]1CO)c1ccccn1
    -4	48	-33	-2.1
> O=C(C[C@H]1CC[C@H]2[C@@H](COC[C@@H](O)CN2Cc2cc(F)ccc2F)O1)NCc1ccccc1
    /	6	-2	0.7
> COc1ccc(S(=O)(=O)N2CC[C@@H]3[C@@H](CO)N(C)c4ccc(-c5ccccc5F)cc4[C@@H]32)cc1
    -13	63	-37	-6.2
